Bioassay records (PubChem BioAssay)
Vif-A3F inh: qHTS for Inhibitors of Vif-A3F Interactions: qHTS. AID 602313, 2012. 390,000 tested, 0.2% active. Potency, µM (highest dose often 46.1 µM), without a hit: top-dose activity, negative = active. HeLa A3F-eYFP + Vif (tagged APOBEC3F with the HIV-1 protein that degrades it), YFP fluorescence increase; also: potency is read from the fitted curve at half-maximal effect; % of control where 0% means no effect; nearly all actives have a fitted effect of over 65% in size
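HeLa cells stably expressing A3F-eYFP plus Vif, plated and incubated overnight at 37 deg C, then exposed to compounds overnight at 37 deg C. Blocked degradation read as raised yellow fluorescence (Ex 488/Em 500-530).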
LDHA inh: qHTS assay for inhibitors of human lactate dehydrogenase. purified LDHA, NADH/diaphorase-resazurin fluorescence; hits give low values. activity change, % (values are at about 110 or 230 µM). 480,000 tested, 0.15% active. AID 1347041, 2019; in the data active = activity change below about -30%; inconclusive = mostly about -25% to -30%;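 also: plate controls were DMSO wells for no effect and wells without enzyme for full effect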
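LDH5 2 nM; NADH 0.06 mM, pyruvate 0.2 mM; 200 mM Tris pH 7.4, EDTA, Tween-20; 5 min RT. Detection: diaphorase 0.133 mg/mL + resazurin 37 µM, fluorescence ex540/em590 at 0 and 20 min; normalized to enzyme-free and DMSO wells.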
D1 PAM: Potentiators of Human D1 Dopamine Receptor: qHTS | D(1A) dopamine receptor (Homo sapiens), P21728 | HEK293 TREx D1 cells, calcium flux, dopamine EC20 potentiation | potentiation, % at 10 µM | 360,000 tested, 0.036% active | AID 504651, 2011; in the data active = potentiation above about 30%; also: 0% is about no effect
Target sequence (P21728 whole entry, looked up): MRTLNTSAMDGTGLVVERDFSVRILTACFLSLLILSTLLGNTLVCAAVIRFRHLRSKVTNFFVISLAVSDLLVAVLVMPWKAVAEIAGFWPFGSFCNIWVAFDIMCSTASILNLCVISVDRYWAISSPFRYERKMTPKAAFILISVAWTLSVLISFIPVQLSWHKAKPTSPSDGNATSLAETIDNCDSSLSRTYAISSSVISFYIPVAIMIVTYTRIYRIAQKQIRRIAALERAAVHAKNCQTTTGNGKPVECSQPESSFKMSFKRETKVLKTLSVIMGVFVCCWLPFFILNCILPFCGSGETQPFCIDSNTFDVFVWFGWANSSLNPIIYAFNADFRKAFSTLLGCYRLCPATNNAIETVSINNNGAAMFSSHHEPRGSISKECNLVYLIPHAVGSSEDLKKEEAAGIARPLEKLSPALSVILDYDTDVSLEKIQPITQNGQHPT
Glioma ERSR ind: qHTS for Inducers of the Endoplasmic Reticulum Stress Response (ERSR) in Human Glioma: qHTS | Potency, µM, for the others: at the highest dose activation, actives largely listed as activators | 420,000 tested, 0.02% active | U87-MG GRP78 promoter luciferase reporter, 16 h; also: potency is read from the fitted curve at half-maximal effect; series mostly up to about 76 µM; % of control where 0% means no effect; nearly all actives have a fitted effect of over 35% in size
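ERSR induction read as luciferase luminescence (Bright-Glo, 10 min at room temperature) in stably transfected human U87-MG glioma cells exposed to compounds for 16 h, using GRP78 as sensor.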
RXFP1 agonist: qHTS Assay for Agonists of the Relaxin Receptor RXFP1 | HEK293T-RXFP1 cAMP TR-FRET, 30 min; response scale: percent of porcine relaxin response, buffer zero | Potency, µM (highest dose often 57.5 µM), for the others: top-dose activation, hits mostly activators | 370,000 tested, 0.3% active; also: potency is read from the fitted curve at half-maximal effect; % is scaled to controls: 0 for no effect and ±100 for the full control effect; nearly all actives have a fitted effect of over 60% in size; many of its hits are not listed in these tables
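Agonist response is measured as cAMP accumulation in an RXFP1-transfected HEK293T line under PDE4 inhibition. Values are scaled between buffer-only and 29 nM porcine relaxin, and EC50s come from standard Hill equation fits.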
D1 agonist: Allosteric Agonists of the Human D1 Dopamine Receptor: qHTS | 360,000 tested, 1% active | HEK293 T-REx D1 cells, calcium flux, agonist mode | activation, % at 2 µM; in the data active = activation above about 30%; also: 0% is about no effect
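Tetracycline-induced HEK293 TREx D1 cells, force-coupled to calcium signalling, were dye-loaded with a no-wash calcium kit. Compound was pin-added after a 10 s baseline. Fluorescence was read kinetically at 1 cycle/s for 180 s, with calcium rises flagged as agonism.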
D2 PAM: HTS Assay for Positive Allosteric Modulators of the Human D2 Dopamine Receptor: Primary Screen for Potentiators | HEK293 T-REx D2, calcium flux, EC20 dopamine potentiation | potentiation, % at 10 µM | 340,000 tested, 0.34% active | AID 485347, 2010;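 active = potentiation over 3 SD above the plate norm, cut at about 30% in these data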; also: 0% is about no effect
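Cells plated with tetracycline inducer and held overnight at 30 C; calcium dye loaded 30–90 min at room temperature; baseline taken, compound added and read 180 s; EC20 dopamine then added and read 180 s.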
Vif-A3G inh: qHTS for Inhibitors of Vif-A3G Interactions: qHTS; Potency, µM (titrated, usually from 46.1 µM), without a hit: at the highest dose activity, negative = active, most hits filed as inhibitors; 410,000 tested, 0.076% active; HeLa A3G-eYFP + Vif (tagged APOBEC3G with the HIV-1 protein that degrades it), YFP fluorescence, overnight; AID 602310, 2012; DNA dC->dU-editing enzyme APOBEC-3G (Homo sapiens), Q9HC16;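 also: potency is read from the fitted curve at half-maximal effect; % is scaled to controls: 0 for no effect and ±100 for the full control effect; nearly all actives have a fitted effect of over 60% in size; hits raise eYFP signal because A3G escapes Vif-driven loss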
Target sequence (Q9HC16 whole entry, looked up): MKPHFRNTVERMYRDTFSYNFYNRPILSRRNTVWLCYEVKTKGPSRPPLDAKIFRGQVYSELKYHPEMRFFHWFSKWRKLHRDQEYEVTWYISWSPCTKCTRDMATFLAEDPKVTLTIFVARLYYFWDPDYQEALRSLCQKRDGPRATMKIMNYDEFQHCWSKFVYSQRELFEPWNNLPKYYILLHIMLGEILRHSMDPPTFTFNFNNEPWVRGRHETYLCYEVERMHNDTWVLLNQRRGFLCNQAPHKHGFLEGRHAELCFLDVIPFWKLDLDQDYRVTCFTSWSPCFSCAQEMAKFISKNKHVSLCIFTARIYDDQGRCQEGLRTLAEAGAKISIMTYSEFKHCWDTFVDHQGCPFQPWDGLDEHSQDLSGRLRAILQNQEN
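Read-out is eYFP fluorescence (Ex 488/Em 500-530) from Vif-expressing HeLa A3G-eYFP cells; more signal means A3G escaped Vif-mediated degradation. Cells plated overnight, compound pinned in, incubated overnight at 37 deg C.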
D1 antag: Antagonist of Human D 1 Dopamine Receptor: qHTS; D(1A) dopamine receptor (Homo sapiens), P21728; HEK293 TREx D1 cells, calcium flux, dopamine EC80; hits give low values; activity change, negative = inhibition, % at 10 µM; 360,000 tested, 3.2% active; AID 504652, 2011; in the data active = activity change below about -30%; also: % is scaled to controls: 0 for no effect and ±100 for the full control effect
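Allosteric or orthosteric antagonism assessed as attenuation of the calcium response to EC80 dopamine, added 180 s after compound, in induced HEK293 Trex D1 cells loaded with no-wash calcium dye.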
Active calls of the source: *; ? = inconclusive; nt = no result given. Unless noted, calls follow the shape of the dose curve; as a rule, active = well fitted curve in the direction sought with a large enough effect; inconclusive = small, poorly fitted or top-dose-only effect, or another doubt; inactive = no such curve, though single readings can be large; an effect the other way counts as inactive or inconclusive.

SMILES	Vif-A3F inh	LDHA inh	D1 PAM	Glioma ERSR ind	RXFP1 agonist	D1 agonist	D2 PAM	Vif-A3G inh	D1 antag
F[B-](F)(F)c1cncc2ccccc12	-1%	-5	nt	-4%	nt	nt	nt	0%	nt
Cn1ncc(Br)c1C(=O)N1CCOCC1	-4%	-7	-7	0%	1.9%	7	-7	2%	10
CCCCN1C(=O)c2ccc(C(=O)OCC(=O)NCCc3ccc(S(N)(=O)=O)cc3)cc2C1=O	-25%	-9	nt	-3%	nt	nt	nt	1%	nt
CCOc1ccc2nc(NC(=O)CC3Oc4ccccc4NC3=O)sc2c1 (centres undefined)	-9%	-5	-2	3%	1.2%	2	1	-6%	3
COc1ccc(C2CC(=O)c3c(C)nc(N4CCN(C=O)CC4)nc3C2)c(OC)c1 (centres undefined)	-5%	-3	-4	-2%	3.0%	0	nt	?	-3
O=C1NCCN(Cc2c(F)cccc2Cl)C1CC(=O)N1CCCO1 (centres undefined)	10%	-1	7	1%	0.1%	1	2	3%	-15
O=C(c1cc2ccc3cccnc3c2[nH]1)N1CCCCC1	5%	-2	-5	-10%	-2.5%	2	7	5%	-1
Cc1cc(C(=O)CSc2nnc(-c3cccnc3)n2-c2ccccc2F)c(C)n1CC1CCCO1 (centres undefined)	0%	-3	4	-4%	-0.6%	0	-3	0%	-5
CCOc1cccc(C(=O)Nc2ccccc2C(=O)N2CCOCC2)c1	-1%	-12	-5	-4%	1.2%	2	-6	2%	3
CCOC(=O)N1CCN(Cc2nc3cc(NC(=O)C(C)C)ccc3n2C)CC1	-12%	-5	7	0%	5.2%	15	7	-1%	4
COc1ccc(NC(=O)CCNS(=O)(=O)c2ccc3c(c2)c(=O)n(C)c(=O)n3C)c(OC)c1	-2%	0	-3	-5%	3.4%	5	1	-2%	-10
CC(=O)c1cc(-c2ccccc2)n(CCC(=O)NC(C)(C)C)c1C	2%	-1	-3	2%	-2.4%	1	10	-1%	1
O=C(COC(=O)c1ccc(F)cc1)NCC1COc2ccccc2O1 (centres undefined)	7%	1	nt	-3%	nt	nt	nt	2%	nt
COc1ccc(NC(=O)/C(C#N)=C/c2ccc(OCc3ccccc3F)cc2)cc1	4%	-5	2	-2%	1.1%	2	10	-1%	-9
CCOC(=O)N1CCN(C(=O)c2ccc3c(=O)n(CCC4=CCCCC4)c(=O)[nH]c3c2)CC1	0%	-3	-9	-7%	0.5%	2	5	1%	-12
COc1ccc([N+](=O)[O-])cc1NC(=O)C(C)Sc1nc(-c2ccccc2)cs1 (centres undefined)	11%	-2	2	-4%	0.1%	3	5	-4%	-4
COc1ccc(S(=O)(=O)NC2CC(=O)N(c3ccccc3)C2)cc1C (centres undefined)	5%	-1	0	-3%	1.1%	4	-2	0%	-54*
COc1ccc(C(C(=O)NCC2CCCO2)N(C(=O)CNC(=O)c2cccs2)c2ccc(C(C)=O)cc2)cc1OC (centres undefined)	-3%	-7	0	-4%	-0.2%	3	-2	-1%	-26
CCCCc1nc2sc3c(=O)[nH]c(=S)[nH]c3c2c2c1CCC2	-16%	-8	nt	-2%	nt	nt	nt	0%	nt
C[C@@]12C(=O)N(CC3CCCO3)CC(=O)N1[C@@H]1c3ccccc3OC[C@@H]1[C@@H]2c1ccccc1 (some centres undefined)	2%	-1	nt	-1%	nt	nt	nt	-6%	nt
O=C(NC(CC(=O)N1CCCC(C(F)(F)F)C1)c1ccccc1)c1ccccc1Cl (centres undefined)	-2%	-2	-6	-2%	18%	1	1	3%	-3
CCOC(=O)C1(CCCc2ccccc2)CCN(S(=O)(=O)N(C)C)CC1	12%	-1	1	-5%	-0.9%	22	0	1%	-20
Cc1ccc(C(=O)/C=C/Nc2ccccc2C(N)=O)o1	-14%	1	1	-2%	3.4%	0	-14	-5%	-7
COc1ccccc1-n1nnnc1SCC(=O)NCC1CCCO1 (centres undefined)	-11%	-4	-2	-5%	-0.8%	3	-9	0%	-7
Cc1ccc(CSCC(=O)N/N=C/c2sccc2C)cc1	-11%	2	-1	-3%	0.1%	-2	-10	0%	nt
CCOC(=O)C1CCN(C(=O)C2CCCCC2)CC1	-1%	2	-3	-5%	1.7%	3	7	0%	12
COc1ccc(C(CC(=O)O)NC(=O)C2CCCCC2)cc1 (centres undefined)	6%	-6	-12	-5%	-0.7%	3	8	2%	1
COc1ccc(C(=O)NCC(c2cccs2)N2CCOCC2)cc1OC (centres undefined)	6%	-4	-5	-5%	2.2%	1	1	2%	-18
COC(=O)[C@H](CO)NS(=O)(=O)c1ccc(C)cc1	-2%	2	nt	-1%	nt	nt	nt	-3%	nt
COc1ccc(NC(=O)c2cnc(NS(=O)(=O)c3ccccc3)nc2)cc1	1%	-9	-7	-5%	1.3%	2	nt	0%	14

One compound at a time, from the list above:
Profile of COc1ccc(S(=O)(=O)NC2CC(=O)N(c3ccccc3)C2)cc1C (centres undefined) → Vif-A3F inh: 5%; LDHA inh: -1; D1 PAM: 0; Glioma ERSR ind: -3%; RXFP1 agonist: 1.1%; D1 agonist: 4; D2 PAM: -2; Vif-A3G inh: 0%; D1 antag: -54*
Profile of CCOC(=O)C1CCN(C(=O)C2CCCCC2)CC1 → Vif-A3F inh: -1%; LDHA inh: 2; D1 PAM: -3; Glioma ERSR ind: -5%; RXFP1 agonist: 1.7%; D1 agonist: 3; D2 PAM: 7; Vif-A3G inh: 0%; D1 antag: 12

(further entries)
SMILES	Vif-A3F inh	LDHA inh	D1 PAM	Glioma ERSR ind	RXFP1 agonist	D1 agonist	D2 PAM	Vif-A3G inh	D1 antag
CCCN1CCN(c2nnc(-n3cccc3C(=O)Nc3ccccc3C(F)(F)F)s2)CC1	-1%	1	2	0%	-0.2%	1	-3	6%	2
C=CCN1C(=O)NC2(CCCCC2)C1=O	-19%	-2	-3	-3%	1.7%	0	13	3%	6
Cc1cc(C)nc(N/N=C/c2cc(Br)ccc2O)n1	-27%	0	0	9%	0.8%	2	-6	2%	-1
Cc1ccc(C)c(Cn2c(C(C)O)nc3ccccc32)c1 (centres undefined)	-8%	-14	-8	-3%	-0.7%	3	2	-3%	0
CCSc1nc2c(c(=O)n1-c1ccc(F)cc1)SCC2	-4%	-2	-4	-3%	0.0%	4	-15	1%	-1
C/C(=N\NC(=O)C1CC1c1ccccc1)c1cccs1 (centres undefined)	-8%	-4	-1	-1%	-0.4%	0	-1	0%	8
COc1ccccc1N1C(=O)CC(N(O)c2ccccc2)C1=O (centres undefined)	3%	5	-6	0%	0.4%	1	-18	-2%	-5
Cc1n[nH]c(=O)n1-c1ccc(OC(F)(F)F)cc1	-3%	-5	3	-1%	-2.2%	0	-1	0%	5
O=C(Nc1ccccc1C(F)(F)F)n1ncc2cc(Cl)ccc21	2%	-4	-1	-2%	-2.5%	0	1	-5%	11
COCCNC(=O)Cn1ncc2c(C)n(Cc3ccc(C)cc3)c(C)c2c1=O	2%	-2	-2	0%	0.1%	-1	nt	-4%	-23
CCN1CCN(C(=O)NC2CCCCC2)CC1	-9%	-20	-1	-2%	-0.1%	0	7	-6%	-5
Cn1ncc(Cl)c1C(=O)N1CCCc2ccccc21	1%	-3	-2	-3%	-3.0%	-1	1	-3%	nt
CCC(=O)N1CCc2cc(S(=O)(=O)CCC(=O)Nc3ccc(C)c(F)c3)ccc21	-1%	-9	2	-7%	0.2%	0	-11	2%	-13
CC(=O)Nc1ccc(C(=S)NCCCO)cc1	-6%	-1	-5	8%	-0.7%	4	0	-3%	-20
Cc1cccc(C)c1NC(=O)C1CSC2(C)CCC(=O)N12 (centres undefined)	-9%	1	-10	-1%	0.5%	24	14	-5%	13
O=C(NCc1ccco1)C(Cc1ccccc1)NS(=O)(=O)c1cccc2nsnc12 (centres undefined)	0%	-4	1	-2%	-0.6%	1	1	0%	-7
Fc1ccc(-c2nnc(SCc3cccnc3)o2)cc1	2%	-10	-6	-4%	2.6%	2	1	-1%	-5
NC(=Nc1ccc(Br)cc1)c1ccccc1	0%	-9	0	5%	-2.2%	45*	5	1%	-39*
CCC(C)c1ccc(S(=O)(=O)N2CCN(CC(O)CN3CCOCC3)CC2)cc1 (centres undefined)	8%	-33*	8	-2%	0.7%	2	12	2%	-4
O=C(NCC1CCCO1)c1cc2ccccc2nc1Cl (centres undefined)	3%	-13	1	1%	4.0%	1	8	-2%	8
COc1ccc(CCC(=O)OCC(=O)Nc2sccc2C(N)=O)cc1	-4%	-10	-1	-5%	1.7%	10	1	4%	-13
Cc1ccccc1NS(=O)(=O)c1ccc(OCC(=O)NCc2ccccn2)cc1	0%	1	-3	-2%	-0.1%	0	nt	-1%	nt
Cc1cc(C)c2c(SC(C)C)nc(N)nc2n1	-3%	0	3	2%	3.9%	1	8	-1%	-16
Cc1c2cnn(CC(=O)NCCCN3CCCCC3C)c(=O)c2c(C)n1Cc1ccccc1 (centres undefined)	-2%	3	-4	-5%	3.8%	3	-3	-9%	13
Cc1ccc(OCC(=O)Nc2ccc(O)c(-c3nc4ccccc4o3)c2)cc1	3%	-6	-4	-2%	24%	3	32*	-1%	-10
COc1ccccc1NC(=O)CSc1ccc(-c2ccc(-n3cccn3)cc2)nn1	5%	-1	-10	3%	5.0%	5	14	4%	10
COc1ccc(CCNCC(=O)Nc2c(C)cc(C)cc2C)cc1OC	2%	2	4	-4%	-0.4%	7	8	1%	12
COc1ccc(N(C(C)C(=O)N/N=C(\C)C(C)(C)C)S(C)(=O)=O)cc1 (centres undefined)	?	-1	-8	1%	0.4%	1	-9	5%	15

These rows are one share of the data. The share of hits here may be higher or lower than overall.
